# ADAM10 inh: inhibits human ADAM10; O14672; recombinant ADAM10, EDANS/DABCYL FRET peptide cleavage, 3 h; inhibition, % at 7 µM; 0.62% of 370,000 active; AID 720582;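 active = inhibition above a per-campaign cutoff equal to the mean of compounds falling between control-based bounds plus 3 SD, cut at about 20% in these data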;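 note: 0% = DMSO wells while the 100% control is not disclosed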
# PLCb3 inh: blocks human PLC-beta3 enzyme activity; Q01970; Purified PLC-beta3, fluorogenic substrate, fluorescence; inhibition, % at 12.2 µM; 0.18% of 370,000 active; AID 720704; in the data active = inhibition above about 11%;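 note: 0% = median of compound wells on plate and 100% = full blocker control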
# FXN GAA850 act: increases GAA850 frataxin promoter reporter activity; AID 540364; HEK293 lucGAA850 FXN promoter luciferase reporter, 24 h; percent of 10 µM SAHA response; activation, % at 6 µM; 0.56% of 360,000 active;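 active = activation above the average of all compounds screened plus 3 SD, cutoff fixed separately per campaign, cut at about 7.5% in these data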;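 note: 0% = DMSO wells and 100% = 10 µM SAHA wells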
# hcDAF12 agonist: H. contortus DAF-12 activation, primary screen. HEK293 hcDAF-12 lit1-tk-luc reporter, luminescence; 0% DMSO, 100% Δ7-dafachronic acid. activation, % at 6.8 µM. 1.4% of 370,000 active;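 active = activation above the mean of all tested compounds plus 3 SD, cut at about 5.5% in these data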;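 note: 100% = response to 3 µM Δ7-dafachronic acid high control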
# hgDAF-12 ag: activates the H. glycines DAF-12 receptor ligand-binding domain; HEK293 GAL4-hgDAF12 UAS-luciferase reporter, agonist luminescence; normalized to butyrate control; activation, % at 6.8 µM; 1.8% of 370,000 active; AID 687014;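 active = activation above a cutoff set at the mean of all screened compounds plus 3 SD, cut at about 10% in these data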;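 note: 0% = DMSO wells and 100% = sodium butyrate wells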
# sPLA2-III inh: Blocks human group III sPLA2 activity | Q9NZ20 | QFRET BODIPY PC-A2 liposome hydrolysis, fluorescence | 0.56% of 370,000 active | inhibition, % at 12.2 µM;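 active = inhibition above mean plus 3 SD of compounds lying within the high and low control bounds, cut at about 19% in these data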;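 note: 0% = median of test compound wells and 100% = no enzyme DMSO wells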
# PLCg1 inh: blocks human PLC-gamma1 enzyme activity. 0.84% of 370,000 active. purified PLC-gamma1, fluorogenic substrate, fluorescence. P19174. inhibition, % at 12.2 µM; in the data active = inhibition above about 9.5%
# ssDAF12 agonist: activates DAF-12 receptor from parasite S. stercoralis; HEK293 ssDAF-12/GRIP1 lit1-tk-luc reporter, luminescence; % of 3 µM dafachronic acid response; activation, % at 6.8 µM; 1% of 370,000 active; AID 652126;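 active = activation above the mean over all tested compounds plus 3 SD, cut at about 0.9% in these data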;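 note: 0% = DMSO-only wells and 100% = 3 µM delta7-dafachronic acid wells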
# DAX1 inh-1: inhibits human nuclear receptor DAX1; HEK293 Gal4-DAX1 luciferase reporter, luminescence; inhibition, % at 6.75 µM; 0.99% of 340,000 active; AID 504766;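 active = inhibition above the mean over all tested compounds plus 3 SD, cut at about 4.2% in these data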;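 note: 0% = DAX1-transfected cells with DMSO and 100% = empty-vector control cells with DMSO; inhibition shows as a rise in luminescence from relieved DAX1 repression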
# DAX1 inh-2: inhibitors of DAX1 repression of SF-1 activated StAR promoter. HEK293T StAR-luciferase reporter, SF-1/DAX-1 repression relief. inhibition, % at 6.8 µM. 1.1% of 370,000 active. AID 652010;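 active = inhibition above the mean over all tested compounds plus 3 SD, cut at about 3.6% in these data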;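 note: 0% = DAX-1 cells with DMSO and 100% = cells lacking DAX-1 with DMSO; higher inhibition means more luminescence from relief of DAX-1 repression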
# ADAM17 inh: ADAM17 inhibition, QFRET primary screen; recombinant ADAM17, EDANS/DABCYL FRET peptide cleavage; inhibition, % at 6.95 µM; 0.83% of 370,000 active; AID 720648;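 active = inhibition above the mean of compounds lying between control limits plus 3 SD, set per campaign, cut at about 8.5% in these data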;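 note: 0% = DMSO-only wells as the low control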
# Numbers without * were called inactive; / = no result given.
item	Structure	FXN GAA850 act	ssDAF12 agonist	sPLA2-III inh	DAX1 inh-1	hcDAF12 agonist	ADAM10 inh	hgDAF-12 ag	DAX1 inh-2	PLCb3 inh	PLCg1 inh	ADAM17 inh
1	Cc1ccc(S(=O)(=O)N2CCC(C(=O)NCC3CC3)CC2)cc1	-0.9	-0.6	-1	0.7	2.0	1	0.7	0.0	-4	4	-1
2	Cc1nc2ccccc2n1CCC(=O)Nc1cccc(F)c1	-1.5	-1.6	2	1.3	-1.1	-7	1.7	0.2	0	0	-2
3	O=C(NC(NCc1cccnc1)C(Cl)(Cl)Cl)c1cccc2ccccc12 (centres undefined)	-0.3	-1.6	-4	-1.0	-1.0	-1	-4.3	-0.8	1	-3	0
4	Cc1cccc(C(=O)Nc2ccc3c(c2)C(=O)N(CC(C)C)C3=O)c1	1.6	-0.4	7	-0.6	-0.2	-124	6.2	-0.1	-110	-87	-40
5	Cc1occc1-c1nnc(SCC(=O)NC2CC2)n1C(C)C	1.5	-1.6	9	0.2	-2.3	2	-1.4	0.2	-4	0	5
6	O=C(CSc1nncs1)Nc1ccc(S(=O)(=O)N2CCCC2)cc1	-0.2	-1.6	5	0.7	0.7	10	-1.3	-0.1	-4	5	5
7	COc1cc(C2NC(=O)NC(C)=C2C(=O)OCC2CCCCC2)ccc1O (centres undefined)	3.8	-1.4	-17	0.5	-2.7	9	-1.2	-0.1	-11	-3	3
8	CCOC(=O)Cc1nnc(NC(=O)COc2ccc(OC)cc2)s1	1.0	-1.5	-25	4.7*	3.0	3	-2.0	0.3	-9	3	-3
9	O=C(CSc1nnc(-c2ccco2)n1Cc1ccco1)Nc1ccccc1	-1.1	-1.3	-10	-0.7	-1.2	0	-2.5	-0.7	0	0	-3
10	N#CCC[C@H]1CC[C@]2(CCCN(C(=O)c3ccno3)C2)O1	/	-1.2	16	/	-2.1	-9	-0.5	-0.4	-1	5	-4
11	O=C(NC1CC1c1ccccc1)N1CCC(c2nc3ccc(Cl)cc3[nH]2)CC1 (centres undefined)	/	-1.5	1	/	-1.1	-18	-0.6	-1.5	-2	1	-1
12	O=C(NCc1ccco1)c1cc2c(s1)CCCCC2	5.2	-0.7	-9	1.8	4.6	-6	7.9	1.9	-2	0	3
13	CCOc1ccc(S(=O)(=O)Nc2cccc(C)c2)c2cccnc12	3.1	-1.1	-2	-0.3	-2.2	1	-2.3	0.2	-2	-1	-1
14	Cn1nc(NC(=O)C(F)(F)F)c2nccnc21	0.4	-0.3	14	1.2	2.4	-12	-2.2	-1.1	1	1	-1
15	CCCCCN(C(=O)CCC(=O)OCc1cccc(C(F)(F)F)c1)c1c(N)n(CCCC)c(=O)[nH]c1=O	0.9	-1.1	4	1.3	-1.2	2	-0.8	-0.8	-9	2	-7
16	C=C(C)CSCc1nc2ccccc2[nH]1	2.2	-0.4	-3	2.1	4.3	-4	3.0	0.5	-4	-2	-6
17	COc1ccccc1-n1cnnc1SCC(=O)Nc1cc(C(C)(C)C)nn1-c1ccccc1	-0.9	-1.7	-5	-2.0	-2.2	6	-5.1	-1.9	2	-1	2
18	O=C(Nc1nccs1)c1cccc(NC(=O)c2ccco2)c1	-3.2	-0.2	1	-1.6	-1.6	5	-2.8	-0.3	4	6	-1
19	CSCCC(NC(=O)c1cc(S(=O)(=O)N2CCOCC2)ccc1F)c1nc2ccccc2[nH]1 (centres undefined)	-1.4	-1.0	-2	-0.1	-1.5	-6	1.5	-1.2	-4	1	-1
20	Cc1cc(N2CCOc3ccccc32)nc2ccccc12	/	-1.9	18	/	-0.6	-68	-2.4	/	-222	-161	-26
21	CC1(c2nnnn2Cc2ccccc2)CCC(=O)N1c1ccc(N2CCOCC2)cc1 (centres undefined)	/	-0.6	16	/	0.7	-12	0.8	1.3	-17	-13	-4
22	O=C(CN1C(=O)NC2(CCCCC2)C1=O)Nc1ccc(Cl)c(S(=O)(=O)N2CCOCC2)c1	2.4	-1.0	-6	0.1	-1.2	-2	-3.5	-2.4	2	-1	-3
23	COC(=O)CSc1nnc(-c2ccc(NS(=O)(=O)c3ccc(C)c(C)c3)cc2)o1	/	-1.6	-21	/	-1.7	2	-1.8	-0.3	-3	3	0
24	CCSc1nnc(NC(=O)CSc2nnc(-c3c[nH]c4ccccc34)n2C)s1	2.1	-0.2	4	-0.2	0.9	-2	0.7	0.4	2	7	1
25	COCCNC(=S)NN=C1CCCCC1	-0.9	-1.4	2	-1.4	-0.4	-7	-1.4	0.9	-6	1	-2
26	C/C(=N\OCc1ccccc1)c1c(O)cc(C(C)C)n(-c2ccccc2)c1=O	1.5	-0.7	2	-0.9	1.1	-4	-0.7	-0.2	-2	-2	-1
27	Cc1c2c(nc3nnnn13)CCCC2	-0.9	-1.4	4	0.4	-0.2	2	1.3	0.4	-1	1	-1
28	Cc1cc(C(=O)NNC(=O)c2cccc(C(F)(F)F)c2)no1	0.8	-0.5	-10	1.8	-1.0	4	1.3	-0.1	-7	-2	0
29	O=C1Nc2ccc(S(=O)(=O)N3CCCC3)c3cccc1c23	2.7	0.6	6	3.5	2.8	-215	0.2	0.0	-499	-354	-75
30	COc1ccc(-c2cc(C(=O)N(C)CCc3ccc(OC)c(OC)c3)c3ccccc3n2)cc1	4.0	-1.1	-3	-1.0	-3.8	-180	-2.2	-0.7	-235	-163	-60
31	COc1ccc(/C=C2/SC(=S)N(CCCC(=O)Nc3ccc(O)cc3)C2=O)cc1OC	-6.6	-1.6	-15	-0.6	-1.8	5	-3.3	-1.4	-5	6	4
32	C[C@@H]1CN([C@H](C)CO)C(=O)CCCn2nncc2CO[C@@H]1CN(C)C(=O)Nc1ccc(N2CCCCC2)cc1	0.0	-1.0	2	0.8	2.0	1	2.5	0.6	1	-1	-2
33	CCC(CC)C(=O)Nc1cccc(C(=O)Nc2nnc(C)s2)c1	1.8	-1.6	3	0.7	-0.7	1	-0.4	-0.9	2	5	-2
34	COc1ccc(NC(=O)CN(C)C(=O)C2(c3ccccc3)CCCC2)cc1	-4.1	-1.2	7	0.7	-2.1	5	-1.3	-2.3	2	7	-7
35	O=S(=O)(c1cccc2nonc12)N1CCCCC1	1.3	-0.6	1	0.8	-3.1	-7	-0.1	0.8	-10	2	1
36	C[C@H](CO)N1C[C@H](C)[C@H](CN(C)Cc2ccncc2)Oc2ccc(NC(=O)Nc3ccc(C(F)(F)F)cc3)cc2CC1=O	-2.9	-1.7	-42	0.7	-0.3	20	0.6	-0.7	0	2	2
37	COc1ccc(NC(=O)c2c(C)cc(=O)oc2C)c(OC)c1	0.0	-1.1	4	2.7	-0.6	1	0.0	0.5	4	6	1
38	CCn1c(SCC(=O)N(C)c2c(N)n(Cc3ccccc3)c(=O)[nH]c2=O)nc2ccccc21	1.2	-1.7	6	-1.1	-0.1	-10	-3.4	-0.5	-9	1	-5
39	O=[N+]([O-])c1cc([N+](=O)[O-])c(Oc2cccc3ccccc23)cc1NN1CCCCC1	-0.8	-0.1	9	2.1	0.6	-14	1.2	0.0	2	6	-2
40	Cc1cc(C)cc(NC(=O)c2oc3ccccc3c2COc2ccccc2)c1	5.1	-1.2	2	-0.1	-3.5	-2	3.7	-0.5	-4	1	-2
41	COc1ccc(C2=C(C=O)Cc3ccccc3O2)cc1	-0.1	-1.5	0	1.6	-2.2	7	0.4	0.3	-6	3	2

# Structures shown so far with an aryl methoxy group:
item	Structure	FXN GAA850 act	ssDAF12 agonist	sPLA2-III inh	DAX1 inh-1	hcDAF12 agonist	ADAM10 inh	hgDAF-12 ag	DAX1 inh-2	PLCb3 inh	PLCg1 inh	ADAM17 inh
7	COc1cc(C2NC(=O)NC(C)=C2C(=O)OCC2CCCCC2)ccc1O (centres undefined)	3.8	-1.4	-17	0.5	-2.7	9	-1.2	-0.1	-11	-3	3
8	CCOC(=O)Cc1nnc(NC(=O)COc2ccc(OC)cc2)s1	1.0	-1.5	-25	4.7*	3.0	3	-2.0	0.3	-9	3	-3
17	COc1ccccc1-n1cnnc1SCC(=O)Nc1cc(C(C)(C)C)nn1-c1ccccc1	-0.9	-1.7	-5	-2.0	-2.2	6	-5.1	-1.9	2	-1	2
30	COc1ccc(-c2cc(C(=O)N(C)CCc3ccc(OC)c(OC)c3)c3ccccc3n2)cc1	4.0	-1.1	-3	-1.0	-3.8	-180	-2.2	-0.7	-235	-163	-60
31	COc1ccc(/C=C2/SC(=S)N(CCCC(=O)Nc3ccc(O)cc3)C2=O)cc1OC	-6.6	-1.6	-15	-0.6	-1.8	5	-3.3	-1.4	-5	6	4
34	COc1ccc(NC(=O)CN(C)C(=O)C2(c3ccccc3)CCCC2)cc1	-4.1	-1.2	7	0.7	-2.1	5	-1.3	-2.3	2	7	-7
37	COc1ccc(NC(=O)c2c(C)cc(=O)oc2C)c(OC)c1	0.0	-1.1	4	2.7	-0.6	1	0.0	0.5	4	6	1
41	COc1ccc(C2=C(C=O)Cc3ccccc3O2)cc1	-0.1	-1.5	0	1.6	-2.2	7	0.4	0.3	-6	3	2

# Values in list order from above:
# Nos. 36 to 41 in hcDAF12 agonist read -0.3, -0.6, -0.1, 0.6, -3.5, -2.2

# Assay outcomes deposited in PubChem by The Scripps Research Institute Molecular Screening Center.
